CCT modulator: changes cytosolic chaperonin activity; activity change, % (concentration not given with the values), hits read low; purified chaperonin ATPase assay, HTRF ADP detection, 30 min; 360,000 compounds, 0.3% hits; in the data active = activity change below about -30%; also: % is scaled to controls: 0 for no effect and ±100 for the full control effect
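ATPase activity: ADP formed was measured by HTRF Transcreener (665/615 nm ratio) after 30 min at 37 deg C with 10 uM ATP. Compounds screened at one 76 uM concentration against 40 or 20 nM TRiC in Tris pH 7.4/KCl/MgCl2/DTT buffer.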
PI5P4Ka inh: inhibitors of human PI5P4K alpha. P48426. PI5P4Kalpha enzyme, ADP-Glo luminescence, 60 min; stronger effect = lower value. max response, %. 330,000 compounds, 1.2% hits. AID 652105; active = max response of -50% or lower; inconclusive = between -30% and -50%; inactive = -30% or higher; also: value at the top dose of about 77 µM; % is scaled to controls: 0 for no effect and ±100 for the full control effect
Target sequence (P48426 whole entry, looked up): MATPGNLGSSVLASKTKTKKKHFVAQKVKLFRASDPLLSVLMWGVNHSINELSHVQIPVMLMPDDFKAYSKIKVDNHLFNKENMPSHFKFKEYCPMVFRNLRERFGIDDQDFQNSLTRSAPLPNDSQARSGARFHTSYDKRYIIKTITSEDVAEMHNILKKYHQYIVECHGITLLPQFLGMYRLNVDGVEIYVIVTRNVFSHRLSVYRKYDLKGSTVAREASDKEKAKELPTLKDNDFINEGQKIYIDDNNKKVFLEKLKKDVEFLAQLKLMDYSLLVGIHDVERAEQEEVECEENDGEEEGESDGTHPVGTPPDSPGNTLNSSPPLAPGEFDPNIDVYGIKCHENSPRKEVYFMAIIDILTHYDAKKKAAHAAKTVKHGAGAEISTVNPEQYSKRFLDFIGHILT
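qHTS, 1536-well: enzyme/substrate mix, compound by pin tool, 5 microM ATP final; RT 60 min; ADP-Glo reagents 1 (45 min) then 2 (30 min); luminescence.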
EPAC2 antag: EPAC2 (human) antagonism. Q8WZA2. EPAC2 GEF exchange of Rap1B-BODIPY-GDP, fluorescence. Potency, µM (doses to about 114 µM), for inactives: top-dose activity, negative = inhibition, hits mostly inhibitors. 360,000 compounds, 0.18% hits. AID 720708; also: potency is read from the fitted curve at half-maximal effect; % is scaled to controls: 0 for no effect and ±100 for the full control effect; nearly all actives have a fitted effect of over 45% in size; many of its hits are not listed in these tables
PLK1 PBD inh: PLK1 (human) polo-box domain binding inhibition; P53350; Plk1 PBD binding of FITC phosphopeptide, fluorescence polarization; Potency, µM, for inactives: max response, negative = inhibition, most hits filed as inhibitors; 360,000 compounds, 2.8% hits; also: potency is read from the fitted curve at half-maximal effect; series mostly up to about 57 µM; % is scaled to controls: 0 for no effect and ±100 for the full control effect; nearly all actives have a fitted effect of over 65% in size
Target sequence (P53350 whole entry, looked up, the tested form may be a part): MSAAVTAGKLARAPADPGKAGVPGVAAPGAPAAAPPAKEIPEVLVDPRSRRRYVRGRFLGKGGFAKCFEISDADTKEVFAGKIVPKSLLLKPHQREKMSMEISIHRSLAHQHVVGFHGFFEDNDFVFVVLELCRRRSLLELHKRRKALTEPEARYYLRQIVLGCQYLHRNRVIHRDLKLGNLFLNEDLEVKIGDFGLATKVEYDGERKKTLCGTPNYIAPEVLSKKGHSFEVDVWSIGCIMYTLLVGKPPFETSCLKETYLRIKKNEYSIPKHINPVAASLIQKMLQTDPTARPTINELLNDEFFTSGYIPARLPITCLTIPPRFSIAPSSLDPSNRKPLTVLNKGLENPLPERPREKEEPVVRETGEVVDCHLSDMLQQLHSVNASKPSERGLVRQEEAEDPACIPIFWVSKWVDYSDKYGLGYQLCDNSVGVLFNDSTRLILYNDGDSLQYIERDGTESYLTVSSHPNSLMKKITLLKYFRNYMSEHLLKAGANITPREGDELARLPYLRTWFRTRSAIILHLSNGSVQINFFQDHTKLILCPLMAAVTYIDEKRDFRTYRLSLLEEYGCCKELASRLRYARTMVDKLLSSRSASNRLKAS
WRN helicase inh: WRN helicase (human) inhibition | Q14191 | WRN helicase unwinding, fluorescent forked duplex, kinetic | Potency, µM (doses to about 114 µM), without a hit: top-dose activity change, negative = inhibition, most hits filed as inhibitors | 360,000 compounds, 0.46% hits; also: potency is read from the fitted curve at half-maximal effect; % is scaled to controls: 0 for no effect and ±100 for the full control effect; nearly all actives have a fitted effect of over 55% in size
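Kinetic red-fluorescence monitoring (525/598 nm) tracks WRN helicase activity after 100 nM fluorophore-quencher forked duplex and 2 mM ATP are added to 20 nM enzyme pretreated 15 min at room temperature with compound.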
Mm-Cpn inhibitor: M. maripaludis TRiC chaperonin inhibition. 330,000 compounds, 0.031% hits. Potency, µM (series often up to 76.9 µM), without a hit: at the top dose activity, negative = inhibition, most hits filed as inhibitors. purified Mm-Cpn ATPase, ADP Transcreener TR-FRET; also: potency is read from the fitted curve at half-maximal effect; % is scaled to controls: 0 for no effect and ±100 for the full control effect; nearly all actives have a fitted effect of over 80% in size
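ATP (10 uM final) was added to archaeal chaperonin (25 nM final) after 10 min exposure to test compound at 37°C; after 30 min further incubation, ADP was detected by competitive TR-FRET.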
EPAC1 ag: agonists of human EPAC1 | EPAC1 agonist qHTS, biochemical assay; response scale: 100% = response to 6.5 mM cAMP | Potency, µM (titrated, usually from 154 µM), for the others: top-dose activation, most hits filed as activators | 360,000 compounds, 0.073% hits | O95398; also: potency is read from the fitted curve at half-maximal effect; nearly all actives have a fitted effect of over 60% in size
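Read-out is the fluorescence drop as BODIPY-GDP leaves Rap1B (480 nm excitation, 540 nm emission), recorded every 5 minutes over 30 minutes. Reactions held 100 nM EPAC1, 250 nM Rap1B–BODIPY-GDP and 50 uM GDP, with 6.5 mM cAMP setting full activation.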
EPAC1 antagonist: blocks human EPAC1 exchange factor; O95398; EPAC1 GEF assay, Rap1b-BODIPY-GDP exchange fluorescence; Potency, µM (series often up to 115 µM), for the others: at the highest dose activity change, negative = inhibition, hits mostly inhibitors; 360,000 compounds, 0.14% hits;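 also: potency is read from the fitted curve at half-maximal effect; plate controls were vehicle for no effect and positive control for full effect; nearly all actives have a fitted effect of over 50% in size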
The depositor's hits bear a star; ? = inconclusive; nt = no result given; [ ] = remark or other dose. Unless noted, calls follow the shape of the dose curve; as a rule, active = well fitted curve in the direction sought with a large enough effect; inconclusive = small, poorly fitted or top-dose-only effect, or another doubt; inactive = no such curve, though single readings can be large; an effect the other way counts as inactive or inconclusive. The list is partial; the hit share may differ from the screen's.

SMILES | CCT modulator | PI5P4Ka inh | EPAC2 antag | PLK1 PBD inh | WRN helicase inh | Mm-Cpn inhibitor | EPAC1 ag | EPAC1 antagonist
C=CCN(C(=O)CNC(=O)c1ccco1)C(C(=O)NC1CCCCC1)c1ccc(OC)cc1 (stereo not given) | -4.5 | 1 | 2% | -8% | -6% | -1% | -7% | 3%
Cc1ccc(-c2c[n+](CC(=O)Nc3c(C)cccc3C)c3n2CCC3)cc1 | -1.6 | 7 | -9% | 2% | -6% | 3% | 0% | -8%
CC(Nc1ccc(Cl)c(Cl)c1)C(=O)NN (stereo not given) | -0.2 | -7 | -2% | -9% | 4% | -1% | 13% | -9%
COC(=O)Cc1ccc(NC(=S)NCCCN2CCOCC2)cc1 | 2.7 | -5 | 7% | -11% | -27% | 2% | 5% | -5%
Cc1ccc(S(=O)(=O)Cn2cnnn2)cc1 | -2.7 | nt | -4% | -8% | 5% | -1% | 0% | -19%
O=C1c2cccnc2C(=O)N1Cc1ccc(F)cc1S(=O)(=O)NCc1ccco1 | 1.6 | -1 | 3% | 4% | -1% | -2% | -3% | -20%
Cn1c(SC2=CS(=O)(=O)c3ccccc32)nc2ccccc21 | 1.5 | 5 | 21% | ? | -25% | 1% | 8% | 1%
CCCn1c(SCC(=O)Nc2cccc(NC(C)=O)c2)nnc1C(C)C | 0.3 | -2 | 11% | -7% | 11% | -2% | 4% | 12%
Cc1ccc(C)c(Cn2ncc3ccccc32)c1 | 1.7 | 1 | ? | 0% | -1% | 1% | -2% | 0%
Cc1ccc(NCCC(=O)c2ccccc2)cc1Cl | 1.7 | -3 | 11% | 3% | 6% | -1% | 1% | 17%
CCC(=O)N1CCc2cc(S(=O)(=O)CCC(=O)NCCC3=CCCCC3)ccc21 | -0.4 | 0 | 0% | -9% | 4% | 0% | 6% | 9%
COc1ccc(-c2noc(N3CCC(C(=O)Nc4cccc(OC)c4)CC3)n2)cc1 | -1.2 | 1 | -14% | 0% | -2% | -4% | -3% | -24%
O=c1oc(-c2ccc(Br)cc2)nc2ccccc12 | -0.5 | -1 | 14% | -6% | 6% | -15% | 2% | -17%
COc1cccc(C2C(C(=O)Nc3nc4ccccc4s3)=C(C)NC3=C2C(=O)CC(C)(C)C3)c1OC (stereo not given) | -6.1 | 3 | -1% | -9% | 9% | -21% | -6% | -16%
Cc1ccc(C(=O)c2ccc([N+](=O)[O-])cc2)c(C)c1 | -1.3 | 3 | -5% | -5% | -20% | 1% | 12% | -5%
CSC1=NCCN1C(=O)Cc1ccc(-c2ccccc2)cc1 | 2.0 | -1 | 12% | -10% | -26% | 1% | -3% | 9%
CSCC(CO)NS(=O)(=O)c1ccc(C)cc1 (stereo not given) | -0.6 | 1 | 1% | -12% | 3% | 2% | 6% | -20%
CCc1nnc(NC(=O)c2ccc(S(=O)(=O)N3CCCC(C)C3)cc2)o1 (stereo not given) | -2.3 | 4 | -1% | -3% | 7% | -1% | -8% | -12%
COc1ccc(CCN2C(=O)C(O)=C(C(=O)c3ccco3)C2c2cccs2)cc1OC (stereo not given) | 0.5 | -1 | -1% | -8% | 2% | -1% | 4% | ?
OCc1ccc(-c2ccc3nccn3c2)cc1 | -2.8 | -1 | 28% | -10% | -2% | nt | -7% | -5%
O=C(CN1CCN(S(=O)(=O)c2ccc(F)c(Cl)c2)CC1)N1CCc2ccccc21 | -2.3 | 4 | -3% | -2% | -1% | 0% | 3% | -14%
Nc1n[nH]c(-c2ccc([N+](=O)[O-])cc2[N+](=O)[O-])n1 | 0.7 | 1 | 0% | -9% | -14% | -1% | 1% | -21%
COc1cc(NC(=O)CCCc2c[nH]c3ccccc23)cc(OC)c1 | -0.2 | 3 | -9% | -20% | 0% | 0% | 14% | -9%
COc1cccc(-c2cnc(C(O)c3ccc(F)c(F)c3)[nH]2)c1 (stereo not given) | 0.2 | -1 | -8% | -14% | 0%[57.1 µM] | nt | 1% | -2%
CCCCOc1ccc(C(=O)OCC(=O)NC2CCCC2)cc1 | 0.4 | 1 | -8% | -4% | -5% | 1% | 3% | ?
Continuation.
SMILES | CCT modulator | PI5P4Ka inh | EPAC2 antag | PLK1 PBD inh | WRN helicase inh | Mm-Cpn inhibitor | EPAC1 ag | EPAC1 antagonist
CNC(=S)NCCCc1ccccc1 | 0.3 | -10 | 10% | -6% | 6% | -2% | 1% | 12%
CCN(CC)C(=O)C(=O)c1cn(CCOc2ccccc2)c2ccccc12 | -1.7 | 0 | 0% | -3% | 1% | 2% | -11% | 6%
COc1ccc(-n2c(SCC(=O)Nc3nccs3)nnc2-c2ccccc2)cc1 | 0.5 | -15 | -1% | 27µM* | -7% | 1% | 1% | 2%
CCCCNC1C(CC)C(CCC)C(C#N)(C#N)C1(C#N)C#N (stereo not given) | -1.4 | -12 | 4% | -4% | 2% | -7% | -25% | -5%
C=CCn1c(NC(=O)c2ccc(Br)o2)c(S(=O)(=O)c2ccccc2)c2nc3ccccc3nc21 | -1.4 | nt | -11% | -26% | ? | 0% | 3% | 7%
COc1ccc(C(=O)C(=O)N2CCN(c3ccc(C)cc3)CC2)cc1OC | nt | 2 | -14% | -3% | 2% | nt | 1% | -10%
CCOc1ccc(C(=O)Nc2cc(-c3nc4ccccc4[nH]3)ccc2Cl)cc1[N+](=O)[O-] | -3.1 | -12 | -20% | 0% | -13% | 0% | 11% | ?
CCOC(=O)/C=C1\CN(C(C)c2ccccc2)S(=O)(=O)c2ccccc21 (stereo not given) | 0.7 | -22 | ? | -19% | -4% | 3% | 11% | 0%
O=C(NN=C1CCCC1)c1ccc(Cl)cc1 | 0.6 | 1 | 0% | -7% | 8% | -1% | -7% | 17%
Cc1ccc(S(=O)(=O)NCCC(=O)NCC(c2ccco2)N2CCCCC2)cc1C (stereo not given) | 1.4 | 8 | -12% | 1% | -8% | 1% | 2% | -8%
COC(=O)c1ccc(CSC2=NC[C@@H]3[C@@H]4C(=O)N(Cc5ccccc5)C(=O)[C@@H]4[C@](C)(C(=O)OC)N23)cc1 | 1.2 | -3 | -27% | 2% | -4% | 0% | 7% | -15%
CCOc1ccc(CNC(=O)C(CC)n2nc(C)n3c(cc4occc43)c2=O)cc1OC (stereo not given) | -1.8 | -4 | -4% | 5% | -10% | -5% | 11% | -1%
COCCOC(=O)c1[nH]c2c(c1C)C(=O)CC(c1ccc(F)cc1)C2 (stereo not given) | -0.7 | 1 | -6% | -5% | -1% | ? | 10% | 1%
CCOc1ccccc1NC(=S)C(=C([O-])c1ccc2c(c1)OCCO2)[n+]1ccc(CC)cc1 | -0.7 | 10 | 22% | 27µM* | 10% | nt | -13% | -6%
CCN1C(=O)[C@H]2[C@@H](c3ccccc3)N[C@]3(CCCN(Cc4ccc(C)cc4)C3=O)[C@H]2C1=O | -0.1 | 3 | 9% | 6% | 8% | nt | 4% | 9%
Cc1ccc(SCC(=O)OCC(=O)NC2CCCCCCC2)cc1 | -0.2 | 14 | -22% | -1% | -6% | 3% | 9% | 1%
CCOC(=O)c1cc(CC)sc1NC(=O)C(c1ccccc1)c1ccccc1 | -5.6 | 3 | -8% | -12% | 4% | 1% | 5% | -5%
COc1ccccc1N1C(=O)CC(Sc2ncccc2C(=O)O)C1=O (stereo not given) | -0.7 | -4 | 9% | -8% | -4% | 1% | -1% | 1%
COc1cc(OC)cc(C(=O)N[C@H](C(=O)Nc2ccc3c(c2)OCO3)C(C)C)c1 | -3.3 | 0 | -7% | 1% | 10% | 0% | 0% | -8%
COc1ccc(OCC(=O)N2CCN(C(=O)c3ccccc3)CC2)cc1 | -0.9 | -5 | -4% | 0% | -5% | -3% | 5% | -1%
CCOC(=O)/C(C#N)=C1/C=C(C)NC(c2ccccc2O)=N1 | -0.3 | nt | 4% | -12% | -29% | -2% | -7% | 5%
O=C(Cn1cnc2c(oc3ccccc32)c1=O)N1CCCC1 | -0.1 | -4 | -3% | 6% | -3% | 1% | 3% | 8%
COc1ccc(CNC(=S)N/N=C/c2ccncc2)cc1 | -2.5 | -6 | -2% | -5% | -2% | -3% | 1% | 8%
CC[C@H](C)[C@H](NC(N)=O)C(=O)Nc1ccc(C)cc1 | -0.1 | -8 | -3% | -7% | -29%[57.1 µM] | 1% | 8% | 4%
CCN1CCN(C(=O)C(=O)c2cn(CC(=O)N3CCCC3)c3ccccc23)CC1 | -0.8 | 1 | -2% | -4% | -9% | 0% | -2% | -6%
(further entries)
SMILES | CCT modulator | PI5P4Ka inh | EPAC2 antag | PLK1 PBD inh | WRN helicase inh | Mm-Cpn inhibitor | EPAC1 ag | EPAC1 antagonist
COc1ccc2c(c1OC)C(=O)N1C2SC(C)(C)[C@H]1C(=O)NCCCOC(C)C (stereo not given in full) | -3.5 | -2 | 5% | -1% | 3% | 1% | -4% | 4%
CC(=O)c1ccc(NC(=O)c2ccn[nH]2)cc1 | -2.3 | ? | -10% | -3% | -6% | 0% | 2% | -9%
CN(C)/C=C/C(=O)c1ccc(F)cc1F | 1.5 | 3 | 7% | -1% | 3% | -3% | -4% | 2%
Cc1ccc(C)c(NC(=O)COC(=O)CSc2ccccc2)c1 | -0.2 | -3 | -5% | -21% | -8% | 1% | 9% | -3%
COc1cc(/C=C2\SC(=S)N(CCC(=O)NC3CCCC3)C2=O)cc(OC)c1OC | 0.2 | -6 | 8% | 4% | 0% | ? | -1% | -3%
O=C(NC1CCN(C(=O)NC2CCCCC2)CC1)c1cccc(F)c1 | -4.4 | -1 | -2% | 0% | -1% | -2% | -4% | -10%
O=c1cc(-c2ccc(O)cc2)oc2ccc3ccccc3c12 | 2.4 | -13 | -4% | 6% | -24% | ? | 8% | -9%
COC(=O)c1ccc(N=NNc2ccccc2)cc1 | -2.9 | -4 | 2% | -9% | 5% | 3% | 3% | -5%
CCN1CCN(CC(=O)N2N=C(c3cccs3)CC2c2ccc(F)cc2)C(=O)C1=O (stereo not given) | -3.9 | 3 | 2% | -28% | 0% | 0% | 1% | -8%

Entries of single compounds, looked up by structure. Screens in order: CCT modulator	PI5P4Ka inh	EPAC2 antag	PLK1 PBD inh	WRN helicase inh	Mm-Cpn inhibitor	EPAC1 ag	EPAC1 antagonist
COc1cc(/C=C2\SC(=S)N(CCC(=O)NC3CCCC3)C2=O)cc(OC)c1OC is listed as 0.2	-6	8%	4%	0%	?	-1%	-3%
O=C(NC1CCN(C(=O)NC2CCCCC2)CC1)c1cccc(F)c1 is listed as -4.4	-1	-2%	0%	-1%	-2%	-4%	-10%
CC(=O)c1ccc(NC(=O)c2ccn[nH]2)cc1 is listed as -2.3	?	-10%	-3%	-6%	0%	2%	-9%

From PubChem BioAssay
